# KCNH2 WT inh: inhibitors of human wildtype KCNH2 potassium channel; Q12809; U2OS, BacMam KCNH2, thallium flux FluxOr; hits give low values; activity change, % at 1.84 µM; 0.37% of 340,000 active; AID 720551;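 active = maximum activity change below -70%; inconclusive = maximum activity change between -70% and -50%; inactive = maximum activity change above -50%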; also: % is scaled to controls: 0 for no effect and ±100 for the full control effect
#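 U2OS cells were transduced with wild-type KCNH2 virus (2.03 x 10^8 / mL) for 4 h at room temperature, then cultured overnight at 37 C. Thallium flux was read with FluxOr dye. Rate constants were normalized to DMSO controls.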
# a7 integrin act: activates integrin-mediated alleviation for muscular dystrophy; alpha7betagal myoblasts, beta-gal FDG fluorescence, 48 h; Potency, µM (doses to about 38.3 µM), without a hit: at the highest dose activation, most hits filed as activators; 0.064% of 350,000 active;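 also: potency is read from the fitted curve at half-maximal effect; 100% = response of the positive control SU9516; nearly all actives have a fitted effect of over 60% in size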
#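 alpha7betagal+/- myoblasts (passage 13, 250/well) treated 48 h at 37C with compounds at 1:260 dilution of DMSO stock. Lysed, then beta-galactosidase activity read as FDG fluorescence (ex 480/em 540) after 30 min, with pre-read for autofluorescence.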
# AT treatment: candidate therapy for ataxia-telangiectasia; Potency, µM (doses to about 57.5 µM), for the others: at the highest dose activation, hits mostly activators; 0.19% of 320,000 active; […] A-T fibroblasts, KAP-1 phosphorylation AlphaLISA; neocarzinostatin DNA damage 30 min before lysis; also: potency is read from the fitted curve at half-maximal effect; % of control where 0% means no effect; nearly all actives have a fitted effect of over 45% in size
#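 hTERT-immortalized A-T patient fibroblasts ([…]), 500 cells/well in OPTI-MEM, 1% FBS, got compounds for 60 min, then NCS for 30 min at 37C. Lysates were then assayed for phospho-KAP-1 by AlphaLISA (anti-pKAP1 donor, anti-KAP1 acceptor beads), 6 hr at 25C.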
# KCNH2 3.1 block: KCNH2 3.1 (human) potassium channel inhibition; AID 720553; 0.95% of 340,000 active; activity change, % (tested at about 1.8 µM); U2OS KCNH2 3.1, thallium flux FluxOr; hits give low values;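 active = maximum activity change below -70%; inconclusive = maximum activity change from -70% to -50%; inactive = maximum activity change above -50%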;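 also: thallium influx rate constant from kinetic fluorescence after stimulation buffer; % is scaled to controls: 0 for no effect and ±100 for the full control effect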
#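 FluxOr-based Tl+ influx in U2OS cells transduced with KCNH2 3.1 virus; rate constants normalized to DMSO controls.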
# FBPA coupling cs: coupling enzyme interference in Giardia aldolase counter-screen; coupling enzyme system counterscreen, AmpLite Red fluorescence; activity change, negative = inhibition, % at 58.2 µM, hits read low; AID 2472; 0.67% of 290,000 active; in the data active = activity change below about -30%; also: % is scaled to controls: 0 for no effect and ±100 for the full control effect
#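 Final compound at 57.5 uM, incubated 10 min at RT with coupling enzyme reagent (glyceraldehyde-3-phosphate), then 20 min with substrate and AmpLite Red detection. Fluorescence read at 525/598 nm; tests interference with the coupling assay, not aldolase inhibition.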
# S-ASM inh: inhibitors of human secretory acid sphingomyelinase; P17405; placental ASM, HMU-PC fluorogenic substrate, 60 min; Potency, µM (highest dose often 57.5 µM), for the others: at the highest dose activity change, negative = inhibition, hits mostly inhibitors; 0.006% of 340,000 active; AID 504937; also: potency is read from the fitted curve at half-maximal effect
# Target sequence (P17405 47-631 limits assumed): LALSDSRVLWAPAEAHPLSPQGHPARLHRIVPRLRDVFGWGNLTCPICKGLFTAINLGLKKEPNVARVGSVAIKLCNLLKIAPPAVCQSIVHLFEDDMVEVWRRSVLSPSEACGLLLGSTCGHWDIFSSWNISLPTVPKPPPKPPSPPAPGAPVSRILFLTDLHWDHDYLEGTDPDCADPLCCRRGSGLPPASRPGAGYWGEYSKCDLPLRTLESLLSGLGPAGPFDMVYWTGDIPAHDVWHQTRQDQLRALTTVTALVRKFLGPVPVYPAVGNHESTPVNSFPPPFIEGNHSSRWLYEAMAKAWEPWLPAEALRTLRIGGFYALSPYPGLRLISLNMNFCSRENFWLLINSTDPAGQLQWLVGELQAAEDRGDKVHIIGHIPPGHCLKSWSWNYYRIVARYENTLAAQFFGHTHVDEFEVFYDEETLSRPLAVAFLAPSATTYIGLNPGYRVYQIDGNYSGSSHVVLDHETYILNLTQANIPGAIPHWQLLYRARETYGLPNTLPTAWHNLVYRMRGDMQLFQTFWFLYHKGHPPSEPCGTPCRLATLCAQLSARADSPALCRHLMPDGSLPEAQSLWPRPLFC
#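 Human placenta-derived ASM enzyme was preincubated with compound for 10 minutes at room temperature, then given fluorogenic substrate HMU-PC0 (9 uM final) for 60 minutes at 37 °C; a pH 10 stop preceded fluorescence reading at Ex 386/Em 447 nm.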
# TRPV1 ag: agonists of human vanilloid receptor 1 (TRPV1); TRPV1-expressing cells, Fluo-8 calcium influx, agonist mode; 0.19% of 320,000 active; activation, % at 8.33 µM; AID 540275; in the data active = activation above about 80%; inconclusive = between about 30% and that limit; also: 0% is about no effect
#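 TRPV1-expressing cells were cultured overnight at 35.5C and loaded with Fluo-8 calcium dye for 40 to 90 min at room temperature. After a 10 s baseline, compound was added and calcium influx was read kinetically for 3 min (ex 480/em 520 nm).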
# MBNL1-CUG inh: blocks human MBNL1 binding to CUG repeat RNA; Q9NR56; AID 2675; TR-FRET MBNL1-His/biotin-(CUG)12 binding, 665/545 ratio; Potency, µM (titrated, usually from 57.5 µM), for the others: top-dose activity change, negative = inhibition, actives largely listed as inhibitors; 0.036% of 280,000 active; active = well fitted inhibition curve with a large enough effect in the signal ratio, with a control signal flat, not every such curve was filed as active; inconclusive = small, poorly fitted or top-dose-only effect, or effect the other way, or a change in a side signal; inactive = no such curve, though single readings can be large or run the other way; the % refers to the signal ratio; also: potency is read from the fitted curve at half-maximal effect; % is scaled to controls: 0 for no effect and ±100 for the full control effect
# Target sequence (Q9NR56 whole entry, looked up): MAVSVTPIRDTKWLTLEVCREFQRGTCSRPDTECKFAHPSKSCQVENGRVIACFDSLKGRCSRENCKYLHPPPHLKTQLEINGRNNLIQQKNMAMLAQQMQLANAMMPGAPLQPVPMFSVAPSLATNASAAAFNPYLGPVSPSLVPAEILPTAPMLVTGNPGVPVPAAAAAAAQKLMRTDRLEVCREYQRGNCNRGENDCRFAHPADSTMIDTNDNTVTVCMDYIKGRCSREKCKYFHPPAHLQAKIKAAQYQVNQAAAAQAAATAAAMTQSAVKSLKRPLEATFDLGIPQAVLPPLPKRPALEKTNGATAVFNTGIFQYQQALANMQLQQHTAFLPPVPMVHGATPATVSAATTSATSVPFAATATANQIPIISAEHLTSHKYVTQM
#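 Compound titration spanned 92 nM–58 uM against the MBNL1-His/biotin-(CUG)12 complex. After 60 min at room temperature with 5 nM streptavidin-XL665 and 0.055 ng/ul terbium anti-His, ratiometric 665/545 nm emission (Ex 340 nm) normalized to controls.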
# GALK inhibitor: galactokinase (human) inhibition; P51570; Purified GALK, Kinase-Glo residual ATP luminescence; Potency, µM (titrated, usually from 57.5 µM), for the others: at the top dose activity change, negative = inhibition, most hits filed as inhibitors; 0.007% of 270,000 active; also: potency is read from the fitted curve at half-maximal effect; % is scaled to controls: 0 for no effect and ±100 for the full control effect
#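 GALK at 5 nM final was combined with compound, 35 uM ATP and 100 uM galactose in HEPES pH8.0 with MgCl2 and DTT. The reaction ran one hour at room temperature before luminescent ATP detection.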
# MLL CXXC-DNA inh: inhibitors of human MLL CXXC domain-DNA interaction; 0.037% of 290,000 active; Q03164; MLL-CXXC / FITC-HOXA9 DNA fluorescence polarization; Potency, µM (highest dose often 115 µM), for the others: at the top dose activity change, negative = inhibition, most hits filed as inhibitors; active = well fitted inhibition curve with a large enough effect in the polarisation, with a control signal flat, not every such curve was filed as active; inconclusive = small, poorly fitted or top-dose-only effect, or effect the other way, or a change in a side signal; inactive = no such curve, though single readings can be large or run the other way; the % refers to the polarisation; also: potency is read from the fitted curve at half-maximal effect
#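 Fluorescence polarization: 7 uM MLL-CXXC (stock) preincubated 5 min with compounds, then 50 nM fluorescein-HOX-A9 DNA (stock) added; 30 min ambient. Buffer 50 mM Tris-HCl pH 7.5, 50 mM NaCl, 1 mM DTT, 0.05% BSA.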
# * hit, by the source's call; i = inactive; ? = inconclusive; nt = not tested or not shown; & = joins results of further samples; [ ] = dose if it differs, or a comment. Unless noted, calls follow the shape of the dose curve; as a rule, active = well fitted curve in the direction sought with a large enough effect; inconclusive = small, poorly fitted or top-dose-only effect, or another doubt; inactive = no such curve, though single readings can be large; an effect the other way counts as inactive or inconclusive.
no.	Molecule	KCNH2 WT inh	a7 integrin act	AT treatment	KCNH2 3.1 block	FBPA coupling cs	S-ASM inh	TRPV1 ag	MBNL1-CUG inh	GALK inhibitor	MLL CXXC-DNA inh
1	COC(=O)CSC1=C(C#N)C(c2ccc(C(C)C)cc2)CC(=O)N1 (stereo not given)	8	3%	0%	6	0	-1%	25	28%	3%	-6%
2	Oc1ccccc1Cc1c(O)ccc2ccccc12	-4	-4%	17%	23	nt	2%	-1	nt	nt	nt
3	COC(=O)C1=C(C)N(Cc2ccccc2)C(=NCCc2c[nH]c3ccccc23)N[C@H]1c1ccccc1	-4	-13%	7%&-10%	15	1	-11%	11	-4%	nt	?
4	Nc1ccn(CC(=O)N2CCN(c3ccccn3)CC2)c(=O)n1	12	10%	-10%	0	nt	0%	-1	nt	nt	nt
5	CC(C)N1CCC(N2CCN(Cc3ccc(-c4ccccc4Cl)o3)CC2CCO)CC1 (stereo not given)	-6	-72%[inhibitor]	-1%	-16	1	2%	5	?	9%	4%
6	CCn1c(Cc2cccs2)nnc1SCC(=O)c1ccc(C)cc1	-4	-20%	-2%	0	2	-2%	3	-3%	0%	11%
7	COc1cc(OC)c(Cl)cc1N	0	6%	4%	8	-10	-1%	-2	-11%	3%	1%
8	CCN1C(=O)[C@H]2[C@@H](c3ccc(-c4cc(C(C)=O)cs4)cc3)N3CCC[C@@]3(C(=O)OC)[C@H]2C1=O	6	-29%	6%	-11	nt	-7%	0	nt	nt	nt
9	Cc1ccc2cccc(OCc3nnc(SCC(=O)O)n3C)c2n1	-2	13%	1%	-6	3	2%	1	-2%	1%	12%
10	CCN(CC)CCn1c2c(c(SCC(=O)Nc3cccc(C(C)=O)c3)nc1=O)CCCC2	25	-9%	-12%	6	nt	0%	1	nt	nt	nt
11	Cc1cccc(C(=O)N(Cc2nc3ccccc3c(=O)[nH]2)C2CCCC2)c1	-4	4%	3%	8	0	-6%	-1	-2%	-4%	-5%
12	COc1ccc(S(=O)(=O)NNC(=O)c2csc(-n3nc(C)cc3C(F)(F)F)n2)cc1	0	-1%	1%	-2	8	-1%	3	8%	0%	-16%
13	CC(C)(C)c1ccc(COn2ccnc2)cc1	nt	-34%	10%	17	2	5%	-1	-1%	0%	9%
14	CC1CCc2c(sc(NC(=O)c3cccs3)c2C(=O)O)C1 (stereo not given)	9	7%	27%	12	-3	10%	?	2%	-1%	?
15	O=C(NC1=NCCS1)c1ccc(Cl)c(S(=O)(=O)N2CCc3ccccc32)c1	3	?	-9%	-5	0	-5%	22	-5%	-1%	-8%
16	CCCCNC(=O)c1onc(CSc2cccc(OC)c2)c1C(=O)O	5	-6%	-1%	4	9	6%	-2	-25%	-4%	2%
17	Cc1ccccc1N1C(=O)CC(N(O)c2ccccc2)C1=O (stereo not given)	2	-5%	-5%	-7	-2	4%	3	-4%	5%	-2%
18	COc1c(C)cccc1C(=O)Nc1ccc(CN2CCCCC2)cc1	-2	5%	2%	-16	2	0%	17	-1%	0%	1%
19	O=C(NC1CCCCC1)N1CCCC(CNS(=O)(=O)Cc2ccccc2)C1 (stereo not given)	-15	?	1%	2	4	-4%	2	7%	0%	-13%
20	Cc1ccc(CC2CC(=O)N(C(Cc3ccccc3)C(=O)O)C2=O)cc1 (stereo not given)	3	15%	8%	-3	10	1%	0	-17%	4%	3%
21	Cc1cnc(NC(=O)c2ccc(Cl)nc2)s1	12	11%	0%	8	-6	5%	2	-6%	3%	1%
22	CC(=O)c1cccc(CN2CCC(CO)(CCCc3ccccc3)CC2)c1	68	-8%	-2%	-4	0	0%	5	-10%	3%	5%
23	O=C(c1cccc(S(=O)(=O)N2CCOCC2)c1)N1CCCc2ccccc21	-10	20%	-3%	-17	5	2%	6	6%	-1%	-5%
24	O=C(c1ccc(S(=O)(=O)N2CCCCC2)cc1)N1CCN(c2ccccc2)CC1	1	-2%	-6%	2	-2	-8%	-2	-1%	1%	1%
25	CCOc1ccc2nc(NC(=O)c3cnc(C)cn3)sc2c1	-2	-11%	nt	-1	0	-1%	14	13%	2%	-9%
26	Cc1cc(SCC(=O)Nc2cccc(S(=O)(=O)NC3=NCCCCC3)c2)nc2ccccc12	-7	-23%	8%	-1	3	-7%	4	-7%	0%	-14%
27	COc1cc(/C=C/c2cc[n+](C)cc2)ccc1OCC(=O)Nc1ccccc1	23	-37%	10%	-2	-8	245%[activator]	0	?	0%	31%[activator]
28	CCc1noc(C)c1C(=O)NNC(=O)c1ccc(Br)cc1	7	-10%	3%	-17	nt	-1%	5	nt	nt	nt
29	COc1ccc(Cl)cc1NC(=O)COC(=O)CCCN1C(=O)c2ccccc2C1=O	-3	13%	-14%	-13	-1	-2%	-3	-5%	-2%	-2%
30	O=C(CSc1nnc(CNC(=O)c2ccco2)o1)Nc1cccc(F)c1	-23	?	-3%	?	2	4%	-2	-3%	9%	-3%
31	Cc1ccc(C(C)(C)NC(=O)C2CCC(=O)N(CCCN3CCOCC3)C2)cc1 (stereo not given)	-5	34%	6%	-6	1	-1%	-1	-4%	0%	6%
32	C=CCn1cc(C(=O)NCc2cccnc2)c(=O)c2cc(S(=O)(=O)N(CC)CC)ccc21	11	0%	12%	6	7	5%	8	-7%	5%	-18%
33	O=c1n(-c2ccccc2)c(=O)n2n1CCCC2	0	30%	1%	-17	1	5%	1	2%	2%	-8%
34	COc1ccc(N2CCN(C(=O)c3ccncc3)CC2)cc1	1	16%	nt	3	-15	2%	-5	-3%	4%	0%
35	Cc1ccc(N(CC(O)CN2CCOCC2)S(=O)(=O)c2ccc([N+](=O)[O-])cc2)cc1 (stereo not given)	22	-39%[inhibitor]	3%	-41	1	2%	-3	?	11%	1%
36	COc1ccc(CNCC(O)(c2ccccc2)c2ccccc2)cc1OC	i	-51%[inhibitor]	6%	-29	2	5%	1	-1%	-1%	-2%
37	Cc1nn(-c2ccccc2)c(Cl)c1C(=O)Nc1ccccc1	-4	14%	-1%	nt	2	0%	?	-11%	-3%	2%
38	O=C(COc1ccc2ccccc2c1)NNC(=O)Cc1ccccc1	0	5%	0%	14	0	1%	26	nt	nt	3%
39	CC(C)OC(=O)c1sc2nc(-c3ccccc3)ccc2c1N	-7	13%	?	0	-2	226%[activator]	9	26%	3%	-8%
40	COc1ccc(NC(=O)CNC(c2ccccc2)c2ccccc2)cc1	0	3%	1%	0	-3	-3%	29	4%	2%	-1%
41	CC(Sc1nccn1C)C(=O)Nc1ccc(Cl)cn1 (stereo not given)	-1	11%	-11%	-2	nt	1%	2	nt	nt	nt
42	Cc1cc(C)cc(N(CC(=O)N2CCc3ccccc32)S(=O)(=O)c2c(C)noc2C)c1	-9	2%	11%	14	2	-7%	-4	3%	2%	10%
43	COc1cc(C(=O)NCCNC(=O)c2cnccn2)cc(OC)c1OC	2	5%	-2%	-7	0	27%	1	8%	0%	8%

# Exported with each value named: entries from further up.
39) CC(C)OC(=O)c1sc2nc(-c3ccccc3)ccc2c1N
  KCNH2 WT inh: -7; a7 integrin act: 13%; AT treatment: ?; KCNH2 3.1 block: 0; FBPA coupling cs: -2; S-ASM inh: 226%[activator]; TRPV1 ag: 9; MBNL1-CUG inh: 26%; GALK inhibitor: 3%; MLL CXXC-DNA inh: -8%
40) COc1ccc(NC(=O)CNC(c2ccccc2)c2ccccc2)cc1
  KCNH2 WT inh: 0; a7 integrin act: 3%; AT treatment: 1%; KCNH2 3.1 block: 0; FBPA coupling cs: -3; S-ASM inh: -3%; TRPV1 ag: 29; MBNL1-CUG inh: 4%; GALK inhibitor: 2%; MLL CXXC-DNA inh: -1%
41) CC(Sc1nccn1C)C(=O)Nc1ccc(Cl)cn1 (stereo not given)
  KCNH2 WT inh: -1; a7 integrin act: 11%; AT treatment: -11%; KCNH2 3.1 block: -2; FBPA coupling cs: nt; S-ASM inh: 1%; TRPV1 ag: 2; MBNL1-CUG inh: nt; GALK inhibitor: nt; MLL CXXC-DNA inh: nt
42) Cc1cc(C)cc(N(CC(=O)N2CCc3ccccc32)S(=O)(=O)c2c(C)noc2C)c1
  KCNH2 WT inh: -9; a7 integrin act: 2%; AT treatment: 11%; KCNH2 3.1 block: 14; FBPA coupling cs: 2; S-ASM inh: -7%; TRPV1 ag: -4; MBNL1-CUG inh: 3%; GALK inhibitor: 2%; MLL CXXC-DNA inh: 10%
